Bioassay records (PubChem BioAssay)
Shiga toxin inh – Shiga toxin inhibition; Vero cells, Shiga toxin protein synthesis inhibition reporter; inhibition, % at 38.7 µM; 290,000 tested, 9.2% active; in the data active = inhibition mostly above about 28%, no sharp cut-off; inactive = mostly below about 43%; note: 0% is about no effect
AmpC no deterg – inhibitors of E. coli AmpC beta-lactamase without detergent; AmpC nitrocefin hydrolysis, absorbance 480 nm, 0.0001% Triton; Potency, µM (top dose mostly 57.1 µM), for inactives: top-dose activity change, negative = inhibition, usual class: inhibitors; 330,000 tested, 0.52% active; AID 485341;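 note: potency is the fitted concentration of half-maximal effect; plate controls were no compound for no effect and no enzyme for full effect; nearly all actives have a fitted effect of over 20% in size; some results filed as inactive show a strong effect at the top dose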
Target sequence (P00811 whole entry, looked up): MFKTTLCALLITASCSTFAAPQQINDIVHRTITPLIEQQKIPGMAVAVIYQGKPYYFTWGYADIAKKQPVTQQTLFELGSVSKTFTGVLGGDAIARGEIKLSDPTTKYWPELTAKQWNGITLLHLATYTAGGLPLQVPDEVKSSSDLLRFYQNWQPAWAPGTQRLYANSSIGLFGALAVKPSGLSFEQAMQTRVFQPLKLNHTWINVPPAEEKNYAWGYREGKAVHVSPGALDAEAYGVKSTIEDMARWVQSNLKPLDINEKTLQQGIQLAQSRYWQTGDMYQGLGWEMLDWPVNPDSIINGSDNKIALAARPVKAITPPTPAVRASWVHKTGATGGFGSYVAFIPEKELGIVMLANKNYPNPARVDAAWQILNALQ
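20 mM phosphate pH 7.0 + 0.01% (detergent screen) or 0.0001% Triton X-100; 5.3 nM AmpC reagent; cpd preinc 15 min RT; nitrocefin (800 uM stock) to start; A480 q20 s × 4 min; Activity was normalised to no-enzyme and no-compound control wells.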
AMA1-RON2 inh – inhibitors of Plasmodium falciparum AMA1-RON2 interaction; AlphaScreen AMA1-biotinylated RON2 peptide binding; Potency, µM (doses to about 58.2 µM), inactives show at the top dose activity change, negative = inhibition, usual class: inhibitors; 360,000 tested, 0.2% active; AID 720542;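 note: potency is the fitted concentration of half-maximal effect; 0% = vehicle wells and -100% = peptide control; nearly all actives have a fitted effect of over 45% in size; some results filed as inactive show a strong effect at the top dose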
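AMA1 (3D7) with his tag at 25 nM final met compounds first, then biotinylated RON2 peptide at 25 nM; detection used donor plus acceptor beads, 10 µg/mL apiece, read by AlphaScreen after 30 min at room temperature.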
FBPA Giardia inh – Giardia lamblia aldolase inhibition; AID 2451; purified Giardia FBPA; A8B2U2; 290,000 tested, 0.71% active; Potency, µM (highest dose often 59.6 µM), for the others: at the highest dose activity, negative = inhibition, actives largely listed as inhibitors; note: potency is the fitted concentration of half-maximal effect; % is set by controls: 0 for no effect and ±100 for the full control effect; nearly all actives have a fitted effect of over 55% in size
Target sequence (A8B2U2 whole entry, looked up): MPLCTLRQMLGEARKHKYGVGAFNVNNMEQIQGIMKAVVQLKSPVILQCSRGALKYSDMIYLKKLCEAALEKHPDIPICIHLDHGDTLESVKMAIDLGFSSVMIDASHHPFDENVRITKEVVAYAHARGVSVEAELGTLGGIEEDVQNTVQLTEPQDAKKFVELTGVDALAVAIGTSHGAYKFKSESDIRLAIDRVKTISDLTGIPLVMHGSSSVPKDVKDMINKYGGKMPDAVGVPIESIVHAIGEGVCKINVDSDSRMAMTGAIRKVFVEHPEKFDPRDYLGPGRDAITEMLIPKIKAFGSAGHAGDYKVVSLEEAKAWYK
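Giardia FBPA (40 nM reagent) was preincubated 10 min at RT with compound (up to 57.5 uM final), then substrate plus GAPDH/TPI/NAD/arsenate coupling system with diaphorase/resazurin was added; resorufin fluorescence (525/598 nm) was read after 20 min.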
AmpC detergent – blocks E. coli AmpC beta-lactamase in detergent assay. P00811. AmpC hydrolysis of nitrocefin, absorbance 480 nm, 0.01% Triton. Potency, µM (doses to about 114 µM), for the others: at the top dose activity change, negative = inhibition, most hits filed as inhibitors. 370,000 tested, 0.041% active. AID 485294;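 note: potency is the fitted concentration of half-maximal effect; 0% = no-compound wells and -100% = no-enzyme wells; nearly all actives have a fitted effect of over 25% in size; some results filed as inactive show a strong effect at the top dose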
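AmpC (5.3 nM in the dispensed reagent) in 20 mM phosphate pH 7.0 with 0.01% (detergent screen) or 0.0001% Triton X-100 was preincubated with compounds for 15 min at room temperature. Nitrocefin was then added from an 800 uM solution, and hydrolysis was followed at 480 nm.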
Cycloheximide cs – counter-screen for Shiga toxin inhibitors: cycloheximide protein synthesis inhibition; cell reporter, cycloheximide protein synthesis inhibition counterscreen; max response, %; 300,000 tested, 12% active; AID 2314; in the data active = max response mostly above about 13%, no sharp cut-off; inactive = mostly below about 14%; note: read at 38.3 µM for the half of the compounds with a filed dose; 0% is about no effect
HCMV inh – blocks human cytomegalovirus replication; 410,000 tested, 4.5% active; activity change, negative = inhibition, % at 57.5 µM; HFF cells, HCMV-luciferase reporter, 72 h; active compounds read low; in the data active = activity change below about -60%; inconclusive = no clear call, values can overlap the other calls; inactive = above about -39%; note: % is set by controls: 0 for no effect and ±100 for the full control effect
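Luciferase read-out from HCMV-luciferase-infected HFFs (MOI 1 PFU/cell) 72 h post infection at 37C; compounds added after 16 h cell attachment; activity normalized between buffer-only basal and Salinomycin (10uM) inhibitor controls.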
An asterisk follows results filed as active; u = inconclusive; x = no result given; & = joins results of further samples; [ ] = another dose, or the depositor's remark. Unless noted, calls come from the whole dose curve; as a rule, active = well fitted curve in the direction sought with a large enough effect; inconclusive = small, poorly fitted or top-dose-only effect, or another doubt; inactive = no such curve, though single readings can be large; an effect the other way counts as inactive or inconclusive.

Results follow in this order: Shiga toxin inh | AmpC no deterg | AMA1-RON2 inh | FBPA Giardia inh | AmpC detergent | Cycloheximide cs | HCMV inh
- O=C(Cc1cccs1)NCCc1cn2ccccc2n1
  1 | -24% | 4% | -6% | -1% | 2 | -12
- C=CCOc1c(Cl)cc(CNn2cn[nH]c2=S)cc1OC
  -4 | 7%[2.29 µM] | 116%[activator] | 0% | -4% | 1 | -36
- COc1ccc(-c2nn(-c3ccccc3)cc2C(=O)N2CCN(S(=O)(=O)c3cccc(F)c3)CC2)cc1
  x | 44% | -8% | x | u | x | -9
- CC(C(=O)N1CC2(C)CC1CC(C)(C)C2)N1C(=O)c2ccccc2C1=O (stereo unspecified)
  -8 | 48% | -1% | -6% | u | -1 | -15
- Cc1nn(C(=O)c2ccco2)c(C)c1Sc1ccc([N+](=O)[O-])cc1
  -6 | -22% | 2% | 4% | 4% | -3 | -24
- C=CCN1C(=O)c2ccc(C(=O)N(C)CC(=O)Nc3cccc(F)c3)cc2C1=O
  -29 | -7% | 0% | x | 0% | -2 | 8
- COc1cc(NC(=O)c2ccc(Br)o2)c(C(=O)O)cc1OC
  -2 | -21% | 12% | -18% | -7% | -3 | 19
- Cc1cc(O)cc2c(=O)c3ccccc3sc12
  131* | -17% | 13% | -10% | -11% | 42* | -17
- Cc1ccc(NC(=S)NNC(=O)c2ccco2)cc1
  66* | u | 79%[activator] | 0% | 15% | 31* | 65
- COc1cccc(CC(=S)N2CCOCC2)c1
  2 | 8% | 5% | -6% | -7% | 12 | 127
- CN(C)c1ccc(C(O)P(=O)(OCc2ccccc2)c2ccc(N(C)C)cc2)cc1 (stereo unspecified)
  -12 | 55% | -20% | 6% | 1% | -3 | 43
- COc1cc(/C=C/C(=O)OCC(=O)NC(=O)NC2CCCCC2)ccc1OC(F)F
  7 | -3% | -2% | -14% | 4% | -3 | -10
- Cc1cc[n+](-c2nc([O-])sc2/C=N/Nc2ccc([N+](=O)[O-])cc2)cc1
  -5 | -10% | -7% | 0% | -6% | -4 | -18
- O=C(CCCCCN1C(=O)[C@@H]2Cc3ccccc3CN2C1=O)NCCc1ccccc1
  11 | 85%[activator] | -21% | x | -2% | 12 | -31
- Cc1nc2ccc(C(=O)Nc3cccc([N+](=O)[O-])c3)cc2s1
  101* | -15% | -15% | -4% | 0% | 30* | -25
- CCOC(=O)COc1c(Cl)cc(C2NC(=S)NC(c3ccccc3)=C2C(C)=O)cc1OC (stereo unspecified)
  9 | -23% | -7% | 8% | -15% | -2 | 5
- O=C(NC(Cc1c[nH]c2ccccc12)C(=O)O)/C(=C/c1ccc2c(c1)OCO2)NC(=O)c1ccccc1 (stereo unspecified)
  -6 | -26% | 6% | 15% | 10% | -4 | -18
- CCCNC(=O)C(Cc1ccccc1)NC(=O)Cc1ccccc1 (stereo unspecified)
  x | -8% | 0% | x | -6% | x | -18
- Fc1ccccc1OCCCCSc1ncccn1
  22 | -9% | 21% | x | -2% | 27* | 30
- CC(=O)c1ccc(C#CC(C)(C)O)s1
  0 | -8% | 28% | 7% | 5% | 13 | u
- C/C(=N\O)C(C)(C)Nc1ccc(F)cc1
  24 | 8% | 1% | -2% | -3% | -1 | -1
- CC1CCCN(Cc2csc(N)n2)C1 (stereo unspecified)
  -19 | -8% | 24% | 0% | -1% | -1 | -16
- CN(C)/C(Cn1cncn1)=C1/N=C(c2ccccc2)OC1=O
  4 | -1% | 0% | 4% | 3% | -1 | -34
- COc1ccc2cc(C(c3nnnn3C(C)(C)C)N3CCSCC3)c(=O)[nH]c2c1 (stereo unspecified)
  -27 | 1% | -8% | 20% | -16% | -6 | -14
- CCn1ncc(C(=O)Nc2ccccc2C)c1C
  27 | -12% | 2% | 2% | -14% | -1 | 1
- COc1ccc(C2C(C#N)=C(C)NC(C)=C2C(=O)OC(C)C)c(OC)c1 (stereo unspecified)
  -13 | 6% | -11% | -3% | -3% | 10 | 63
- COCCN=C1Sc2nc3ccc(C)cc3cc2CN1Cc1cccs1
  36* | 34% | 37%[activator] | -28% | 5% | 12* | 21
- COc1ccc(S(=O)(=O)N(C)CC(=O)Nc2ccccc2SC)cc1Cl
  -4 | 17% | -4% | 1% | -2% | 2 | 6
- Cc1ccc(NC(=O)CCN2CCOCC2)cc1C
  -4 | -1% | -1% | -2% | -8% | -5 | 10
- O=C(COc1ccc(Nc2ccccc2)cc1)OCC(=O)N1CCCCC1
  -17 | 6% | -8% | 0% | -6% | -2 | 0
- CCOP(=O)(OCC)C(Nc1ccc(C(=O)O)cc1)c1ccccc1 (stereo unspecified)
  -7 | -13% | 0% | 15% | 1% | -1 | -11
- O=C(CCc1ccccc1)NCCc1cccs1
  33 | -5% | -6% | 1% | -3% | 36* | u
- Cc1ccc(-c2cc(C(=O)NCc3ccc4c(c3)OCO4)no2)cc1
  3 | -18% | 1% | 3% | u | 14 | 30
- C[C@@H]1[C@H](O)C[C@@]23COC(=O)C2=CCCC3[C@@]1(C)CCC1COC(=O)C1 (stereo partly specified)
  x | -10% | 8% | x | -2% | x | 6
- CNC(=O)CN(c1ccc(OC)cc1)S(=O)(=O)c1ccc(F)cc1
  -5 | -20% | 22% | 2% | 3% | -4 | -17
- COc1ccc(NC(=O)C2CCCN(CCCc3ccccc3)C2)cc1OCC(C)C (stereo unspecified)
  -10 | 115%[activator] | 0% | -3% | 3% | -3 | -91*
- C/C(=N/Nc1ccnc2cc(Cl)ccc12)c1ccc(O)cc1
  x | -32% | 0% | x | -2% | x | u
- C=CCn1c(C)cc(C(=O)CSc2nc3ccccc3o2)c1C
  110* | -44% | -16% | -9% | u | 62* | u
- CC(C)c1ccc(/C=C2\Oc3c(ccc(O)c3CN3CCN(C)CC3)C2=O)cc1
  -22 | 163%[activator] | -1% | -4% | 5% | -7 | -19
- O=C(NNC(=O)c1ccccc1-n1cccc1)c1ccc(Cl)cc1Cl
  -8 | -20% | 50%[activator] | 11% | 0% | -4 | 46
- O=C(NCCN1CCOCC1)c1ccc(Cl)c(S(=O)(=O)N2CCOCC2)c1
  -7 | -7% | 9% | x | -3% | 8 | x
- CCc1ccccc1NCC(=O)Nc1ccc(Cl)c(C(F)(F)F)c1
  -13 | -28% | -13% | -7% | -8% | -6 | u
- CC1CCCCC1NC(=S)Nc1ccc(Cl)cc1Cl (stereo unspecified)
  31* | 1%[2.29 µM] | 28% | -4% | -2% | 12 | -20
- Cc1[nH]c2ccccc2c1C(c1ccncc1)N1CCC(C)CC1 (stereo unspecified)
  18 | -2% | -10% | 6% | -7% | 4 | 0
- COc1ccc(OCC(=O)N(Cc2ccc(C)o2)C2CCS(=O)(=O)C2)cc1 (stereo unspecified)
  -6 | 18% | 1% | x | 0%&16% | -1 | -1&21
- Nc1nc(SCC(=O)Nc2cc(-c3ccccc3)nn2-c2ccccc2)n[nH]1
  12 | -21% | 9% | 0% | u | -3 | -11
- O=c1cc(N2CCOCC2)c2ccccc2o1
  -15 | -13% | -3% | -2% | 1% | -3 | 15
- C=CCOn1c(=O)c(-c2ccc(OC)c(OC)c2)[n+]([O-])c2ccccc21
  -7 | 0% | -7% | -17% | -6% | 10 | 21
- Cc1cccc(NC(=O)C2CCN(S(=O)(=O)c3c(C)noc3/C=C/c3ccco3)CC2)n1
  4 | 3% | u | -4% | -4% | -4 | -66*
- CC(=O)CSc1ncnc2sc3c(c12)CCCC3
  31 | 1% | -3% | 0% | -7% | 7 | 6
- CCOc1ccc2ccccc2c1CNc1nnnn1CC
  -11 | -7%[2.29 µM] | 0% | 3% | u | -2 | 0
- CN1CCN(S(=O)(=O)c2cc(C(F)(F)F)ccc2Cl)CC1
  11 | 3% | -6% | u | -1% | 13 | 17
- Cc1ccc(C(=O)NC(=O)OCCn2c(C)cnc2[N+](=O)[O-])cc1
  47 | -16% | 6% | 0% | 1% | 17 | 54
- CC(=O)c1ccc(NC(=O)CC2Nc3cccc4cccc(c34)NC2=O)cc1 (stereo unspecified)
  2 | 16µM* | 1% | u | u | 7 | 54&24
- COC(=O)C1=NN(c2cccc3ccccc23)C2C(=O)N(c3ccccc3OC)C(=O)C12 (stereo unspecified)
  -2 | 7% | -3% | 1% | -6% | 1 | -39
- COC(=O)Cn1c(=O)c2c(n(Cc3ccccc3)c1=O)N/C(=C/c1ccc(Br)cc1)C2=O
  -2 | -20% | 22% | 4% | -11% | 1 | 0
- O=C(Nc1cccc(Cl)c1)Nc1nc(-c2ccc(Cl)cc2)cs1
  18 | -38% | 22% | 5% | -13% | 13 | u
- CCOC(=O)CN1C(=O)C(Sc2n[nH]c(-c3ccccc3)n2)CCc2ccccc21 (stereo unspecified)
  -6 | -15% | 1% | -5% | u | -7 | -39
- Cc1ccc(C)c(NC2=CC(=O)CC(C)(C)C2)c1C#N
  -12 | 5% | 12% | 4% | u | 5 | -11
- COc1ccc(Cn2c(=O)oc3ccc(C)cc32)cc1OC
  0 | 10% | 13% | 3% | -1% | 4 | -95*

Quoted at random: 3 entries already listed.
Results follow in this order: Shiga toxin inh | AmpC no deterg | AMA1-RON2 inh | FBPA Giardia inh | AmpC detergent | Cycloheximide cs | HCMV inh
- CCOc1ccc2ccccc2c1CNc1nnnn1CC
  -11 | -7%[2.29 µM] | 0% | 3% | u | -2 | 0
- CC(=O)CSc1ncnc2sc3c(c12)CCCC3
  31 | 1% | -3% | 0% | -7% | 7 | 6
- Cc1ccc(C(=O)NC(=O)OCCn2c(C)cnc2[N+](=O)[O-])cc1
  47 | -16% | 6% | 0% | 1% | 17 | 54

More structures follow:
Results follow in this order: Shiga toxin inh | AmpC no deterg | AMA1-RON2 inh | FBPA Giardia inh | AmpC detergent | Cycloheximide cs | HCMV inh
- Cc1ccc(S(=O)(=O)NC2CCCCC2)cc1
  x | -7% | -1% | x | 2% | x | 23
- Cc1ccc(NC(=O)Cn2c(=O)n(Cc3ccco3)c(=N)c3c4c(sc32)COC(C)(C)C4)cc1
  -20 | 70%[activator] | 3% | -9% | 8% | -1 | -18
- COC(=O)[C@@]12CCCCN1[C@H](c1ccc(SC3CCCCC3)cc1)[C@H]1C(=O)N(C)C(=O)[C@H]12
  x | -2% | -6% | x | 1% | x | 15
- O=[N+]([O-])c1ccc(CNc2cccc(F)c2)s1
  26 | 10% | 5% | -5% | -16% | -2 | 2
- O=C(NCc1ccco1)c1nc2nc(-c3cccs3)cc(C(F)(F)F)n2n1
  2 | -44% | 1% | -5% | -8% | -1 | 178
- O=C(CN1C(=O)S/C(=C/c2cccs2)C1=O)N1CCCC1
  x | -8% | 15% | x | 8% | x | 0

Outcome played no part in choosing rows; 16% or so of the library scored in one or more.
